# From PubChem
# TGFb SMAD3 inh = blocks TGF-b signaling. actives 1.2% (n = 410,000). Potency, µM (doses to about 46.1 µM), inactives show at the highest dose activity, negative = inhibition, most hits filed as inhibitors. HepG2 CAGA-GFP TGF-b/SMAD3 reporter, GFP fluorescence, 18 h; TGF-beta stimulated, 500 pg/mL final. AID 588855; further: potency means the concentration at half of the fitted maximal effect; on the % scale 0 is the no-effect control and ±100 the full control effect; nearly all actives have a fitted effect of over 65% in size
#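 Using HEPG2 CAGA-GFP reporter cells at 1000 cells/well, we pinned test compounds, stimulated with recombinant TGF-beta (500 pg/mL final) and measured total well GFP after 18 h.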
# A549 tox = kills or reduces viability of A549 cells in Nrf2 counter-screen; actives 0.16% (n = 390,000); AID 504648; Potency, µM (doses to about 46 µM), for the others: at the top dose activity change, negative = cytotoxicity, most hits filed as inhibitors; A549 ARE-Fluc cells, CellTiter-Fluor viability, 18-24 h; further: potency means the concentration at half of the fitted maximal effect; on the % scale 0 is the no-effect control and ±100 the full control effect
#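 Cytotoxicity counterscreen: CellTiter-Fluor fluorescence was measured in A549 ARE_Fluc cells after 18-24 h of compound exposure in a concentration series. The subsequent BugLite luminescent read reports ARE-luciferase activity.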
# Nrf2 block = inhibitors of Nrf2 signaling | A549 ARE-Fluc reporter, luciferase luminescence, 18-24 h | Potency, µM (doses to about 46 µM), without a hit: at the top dose activity change, negative = inhibition, most hits filed as inhibitors | actives 2.1% (n = 360,000); further: potency means the concentration at half of the fitted maximal effect; on the % scale 0 is the no-effect control and ±100 the full control effect; nearly all actives have a fitted effect of over 60% in size
#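 A549 ARE_Fluc cells (5000/well, 5% FBS OPTI-MEM) pre-incubated 2 h, then treated with compounds 18-24 h at 37C/5% CO2 in concentration-response. CellTiter-Fluor viability read first; BugLite luciferase luminescence after 15 min at room temperature gives Nrf2 activity.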
# CCT chaperon mod = modulators of cytosolic chaperonin (CCT/TRiC) activity; activity change, % (test concentration not listed), hits read low; purified chaperonin ATPase assay, HTRF ADP detection, 30 min; actives 0.3% (n = 360,000); AID 651819; in the data active means activity change below about -30%; further: on the % scale 0 is the no-effect control and ±100 the full control effect
#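 First, chaperonin was dispensed at 40 nM or 20 nM final depending on batch activity. Next, compounds were pinned at 76 uM and ATP added at 10 uM. After 30 min at 37 °C, ADP detection reagents ran 30 min at ambient temperature.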
# HepG2 tox = kills HepG2 cells in TGF-b inhibitor counter-screen. actives 0.76% (n = 410,000). Potency, µM (doses to about 46.1 µM), without a hit: at the top dose activity change, negative = cytotoxicity, hits mostly cytotoxic. HepG2 CAGA-GFP viability, ATP luminescence, 18 h; further: potency means the concentration at half of the fitted maximal effect; some results filed as inactive show a strong effect at the top dose
#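 CellTiter-Glo luminescence gave cytotoxicity after 18 hours at 37 degrees C. The cells were HepG2 CAGA-GFP in 1% FBS DMEM, stimulated with 500 pg/mL TGF-beta after compound addition. %Activity was normalised to no-cell wells (complete cell-killing) and DMSO (no toxicity), and curves were fitted and classified.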
# Akt phos inh = blocks phosphorylation of Akt | AID 651550 | activity change, % for hits at 50 µM | actives 0.32% (n = 360,000) | Neuro2A IGF-stimulated pAkt S473 HTRF, 20 min; active compounds read low; in the data active means activity change below about -80%; inconclusive means mostly about -51% to -80%; further: on the % scale 0 is the no-effect control and ±100 the full control effect
#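 Single-point screen (50 µM final compound) in Neuro2A cells stimulated 20 min with 6 nM IGF at 37 deg C. After lysis, Ser473-phosphorylated Akt read by HTRF (ex 330 nm, em 615/665 nm) as the 665/615 ratio.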
# Nrf2 activator = activates Nrf2 signaling; AREc32 ARE-luciferase reporter (MCF7-derived line), luminescence, 24 h; Potency, µM (titrated, usually from 46.1 µM), for inactives: at the top dose activation, actives largely listed as activators; actives 0.31% (n = 410,000); AID 624171; further: potency means the concentration at half of the fitted maximal effect; % of control where 0% means no effect; nearly all actives have a fitted effect of over 65% in size
#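 Each well held 1000 AREc32 cells, which were incubated with compound for 24 hr at 37 deg C after overnight attachment, and ARE reporter activity was quantified by firefly luciferase luminescence.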
# Abeta rescue = A-beta toxicity reversal in yeast; Potency, µM (titrated, usually from 46.1 µM), for inactives: at the top dose growth rescue, most hits filed as activators; AID 1347071; yeast expressing A-beta42, growth rescue, OD600, 48 h; response scale: 0% DMSO, 100% iron-clioquinol control; actives 0.063% (n = 410,000); further: potency means the concentration at half of the fitted maximal effect; nearly all actives have a fitted effect of over 55% in size
#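 Growth rescue measured by 600 nm absorbance after 48 h yeast culture at 30 C with compound. Values normalized between DMSO and an equimolar ferric chloride plus clioquinol control.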
# Mm-Cpn inhibitor = inhibitors of Methanococcus maripaludis chaperonin (MmCpn); purified Mm-Cpn ATPase, ADP Transcreener TR-FRET; Potency, µM (titrated, usually from 76.9 µM), inactives show at the top dose activity, negative = inhibition, hits mostly inhibitors; actives 0.031% (n = 330,000); AID 504842; further: potency means the concentration at half of the fitted maximal effect; on the % scale 0 is the no-effect control and ±100 the full control effect; nearly all actives have a fitted effect of over 80% in size
#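 Inhibition of chaperonin ATP hydrolysis is measured as reduced ADP production, detected by competitive TR-FRET in which signal falls with ADP. Final enzyme 25 nM and ATP 10 uM, reacted 30 min at 37°C.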
# * marks the source's active call; other numbers are inactive results; i = inactive; ? = inconclusive; nt = no result given; & = joins results of further samples; [ ] = another dose, or the depositor's remark. Unless noted, the call rests on the fitted dose curve; in most records, active means well fitted curve in the direction sought with a large enough effect; inconclusive means small, poorly fitted or top-dose-only effect, or another doubt; inactive means no such curve, though single readings can be large; an effect the other way counts as inactive or inconclusive.
1. C/C(CC(=O)NC1CCCCCC1)=N\NC(=O)c1cnccn1
2. O=C(Cn1cc(C(=O)C2CCCCC2)c2ccccc21)Nc1ccccc1Cl
3. CCNC(=S)NNC(=O)c1cccn(Cc2ccc(Cl)cc2)c1=O
4. O=C(c1nc2ccccn2c1CNCCCn1nnc2ccccc21)N1CCOCC1
5. Cc1cc(C(=O)NC2CCN(Cc3ccccc3)CC2)n[nH]1
6. CC(=O)Nc1ccccc1-c1nc2ccccc2n(CC(=O)c2ccc(Br)cc2)c1=O
7. COc1ccccc1OCCCn1c(=O)sc2ccccc21
8. O=C(NNS(=O)(=O)c1ccccc1)c1sccc1-n1cccc1
Assay by compound,1,2,3,4,5,6,7,8
Abeta rescue,-16%,0%,24%,7%,-3%,-20%,11%,15%
HepG2 tox,3%,-28%,0%,-23%,-1%,-10%,2%,-8%
TGFb SMAD3 inh,13%,-24%,-27%,-14%,0%,0%,1%,-12%
Akt phos inh,i,nt,i,i,nt,nt,i,i
A549 tox,0%,-16%,?,10%,-1%,0%,-3%,-1%
Nrf2 activator,5.1%,0.4%,3.3%,-0.9%,-0.4%,-0.1%,0.1%,0.2%
Nrf2 block,?,-26%,14%,1%,18%,20%,1%,?
CCT chaperon mod,-3.4,nt,1.7,-3.7,0.3,nt,-4.4,-1.7
Mm-Cpn inhibitor,0%,nt,2%,-2%,-1%,nt,0%,-1%

9. O=C(OCc1cc(=O)n2c(n1)sc1ccccc12)c1ccc(O)cc1
10. COC(=O)c1cc(C#N)c(N(C)Cc2ccccc2)nc1C
11. O=S(=O)(NCC(c1cccnc1)N1CCN(c2ccc(F)cc2)CC1)c1cccs1 (stereo not drawn)
12. CC(C)(C)NC(=O)CN(c1cccc([N+](=O)[O-])c1)S(=O)(=O)c1ccccc1
13. Cc1ccc(NC(=S)N(Cc2ccco2)C(C)c2cccs2)cc1 (stereo not drawn)
14. COc1ccc(C(=O)NC2CC2)cc1OC1CCN(Cc2ccccc2F)CC1
15. Cc1ccc(NC(=O)NCCCc2ccccc2)cc1
16. COc1ccccc1NC(=O)C1=C(C)Nc2ncnn2C1c1sccc1C (stereo not drawn)
Assay by compound,9,10,11,12,13,14,15,16
Abeta rescue,9%,0%,-10%,-4%,8%,-4%,6%,-8%
HepG2 tox,11%,-9%,-25%,-1%,2%,-4%,-12%,-3%
TGFb SMAD3 inh,2%,-10%,1%,22%,3%,18%,3%,0%
Akt phos inh,i,i,i,i,i,i,nt,nt
A549 tox,0%,8%,-5%,1%,0%,-2%,-7%,-6%
Nrf2 activator,-0.7%,3.5%,2.0%,0.1%,0.0%,-0.6%,0.1%,-0.9%
Nrf2 block,4%,16%,-11%,?,7%,3%,2%,nt
CCT chaperon mod,-1.2,0.1,0.6,1.1,-2.1,1.3,0.9,nt
Mm-Cpn inhibitor,0%,-1%,-4%,3%,0%,1%,-1%,nt

17. CCn1c(CSc2nc(C)cc(C)n2)nnc1SCC(=O)Nc1ccccc1
18. CN(C)c1oc(-c2ccc(OCc3ccc(Cl)cc3)cc2)nc1C#N
19. CC(C)=C1C2CCC1C1C(=O)N(NC(=O)c3ccco3)C(=O)C21 (stereo not drawn)
20. CCOc1ccc(/C=C/C(=O)N(CC)CC(=O)NCc2cccs2)cc1OC
21. CN(C)CCNc1ccc(CO)c2sc3ccc(O)cc3c(=O)c12
22. COc1ccc(S(=O)(=O)N2CCCCCC2)cc1C(=O)N(C)CC(=O)Nc1cc(C)ccc1C
23. COc1cccc(CNC(=O)CCNS(=O)(=O)c2ccc3c(c2)CC(C)N3C(C)=O)c1 (stereo not drawn)
24. Cc1cc(Nc2ccc(Br)cc2F)n2nc(C)nc2n1
Assay by compound,17,18,19,20,21,22,23,24
Abeta rescue,25%,-24%,3%,0%,-9%,12%,23%,1%
HepG2 tox,-17%,-7%,-5%,7%,-24%,8%,11%,-18%
TGFb SMAD3 inh,3%,0%,-4%,-2%,14µM*,3%,16%,-5%
Akt phos inh,i,i,i,i,i,i,i,i
A549 tox,9%,-9%[1.84 µM],-3%,-2%,?,-1%,1%,-5%
Nrf2 activator,-0.6%,-0.1%,-0.2%,0.6%,-0.9%,0.1%,-0.8%,-0.7%
Nrf2 block,2%,?,-24%,14%,?,2%,0%,-19%
CCT chaperon mod,-1.7,-0.3,-14,2.1,-2.4,-4.1,-5.9,-0.5
Mm-Cpn inhibitor,0%,1%,2%,-1%,nt,1%,3%,-3%

25. Cc1ccc(-n2c(C)cc(C(=O)CSc3nncs3)c2C)cc1
26. COc1ccc(C)cc1NC(=O)C(=O)N/N=C(\C)CC(=O)Nc1cccnc1
27. Cc1cccc(NC(=O)Cn2c(=O)oc3ccccc32)c1C
28. CCOC(=O)c1cc2ccc(OC(=O)c3ccco3)cc2oc1=O
29. COc1cc(/C=N/NC(=O)c2ccncc2)c([N+](=O)[O-])cc1OC
30. Cc1cc(C)n(-c2nc(SCC(=O)Nc3nccs3)c3c4c(sc3n2)COC(C)(C)C4)n1
31. Cc1ccccc1CNC(=O)C(=O)NCC(c1ccco1)S(=O)(=O)c1cccs1 (stereo not drawn)
32. O=S(=O)(Nc1cc(Cl)ccc1N1CCOCC1)c1ccccc1Cl
Assay by compound,25,26,27,28,29,30,31,32
Abeta rescue,-18%,-21%,-6%,-4%,3%,15%,7%,26%
HepG2 tox,-19%,-2%,13%,-3%,-15%,-3%,10%,-20%
TGFb SMAD3 inh,-19%,5%,30%,-2%,0%,?,18%,-11%
Akt phos inh,i,i,i,i,i,i,nt,i
A549 tox,-12%,7%,-2%,?,-2%,10%,10%,1%
Nrf2 activator,3.0%,0.3%,-0.5%,-0.4%,0.9%,-0.5%,-0.2%,-0.9%
Nrf2 block,?,11%,-8%,1%,-7%,nt,nt,?
CCT chaperon mod,0.2,0.0,1.9,-1.1,-2.0,-3.4,nt,1.1
Mm-Cpn inhibitor,?,2%,4%,-9%,0%,-2%,nt,-2%

# In the list so far, three have an aryl thioether with sulfur outside any ring:
17. CCn1c(CSc2nc(C)cc(C)n2)nnc1SCC(=O)Nc1ccccc1
25. Cc1ccc(-n2c(C)cc(C(=O)CSc3nncs3)c2C)cc1
30. Cc1cc(C)n(-c2nc(SCC(=O)Nc3nccs3)c3c4c(sc3n2)COC(C)(C)C4)n1
Assay by compound,17,25,30
Abeta rescue,25%,-18%,15%
HepG2 tox,-17%,-19%,-3%
TGFb SMAD3 inh,3%,-19%,?
Akt phos inh,i,i,i
A549 tox,9%,-12%,10%
Nrf2 activator,-0.6%,3.0%,-0.5%
Nrf2 block,2%,?,nt
CCT chaperon mod,-1.7,0.2,-3.4
Mm-Cpn inhibitor,0%,?,-2%

# (further entries)
33. CC[C@]12c3[nH]c4cc(-c5ccco5)ccc4c3CCN1C(=O)[C@@H](CC(=O)NCC13CC4CC(CC(C4)C1)C3)C[C@@H]2C(=O)N1CCN(C(=O)C2CC2)CC1
34. Cc1nc(N)sc1-c1csc(Nc2ccccn2)n1
35. Cc1cc(C)c2nc(Nc3nc(-c4ccccc4)cc(=O)[nH]3)nc(C)c2c1
36. CCOc1cc(S(=O)(=O)N2CCCC2)c(C)cc1C
37. COc1ccc(-c2cc(C(=O)OC3CCOC3=O)c3ccccc3n2)cc1OC (stereo not drawn)
38. Brc1ccc(CN2CC[C@H]3C=CCc4cccc(c43)C2)cc1
39. Cc1noc(C)c1CSCC(=O)Nc1cccc(C(F)(F)F)c1
40. O=C(N/N=C/c1coc2ccccc2c1=O)c1cc(Br)ccc1O
Assay by compound,33,34,35,36,37,38,39,40
Abeta rescue,5%,9%,9%,-1%,-8%,8%,1%,-4%
HepG2 tox,-16%,9%,-14%,-8%,-5%,-37%&-34%,-24%,-30%
TGFb SMAD3 inh,?,-2%,-4%,2%,13%,?,-8%,-7%
Akt phos inh,i,-110%*,i,i,i,i,i,i
A549 tox,?,1%,-5%,1%,1%,-2%,10%,-2%
Nrf2 activator,0.8%,25%,0.0%,0.2%,-0.2%,0.2%,-0.5%,0.4%
Nrf2 block,?,?,?,-15%,6%,8%,?,-13%
CCT chaperon mod,-0.5,-1.2,0.5,-1.1,-0.2,-1.1,-4.5,-3.1
Mm-Cpn inhibitor,0%,0%,3%,-1%,-1%,2%,-1%,-3%

41. COC(=O)c1c(-c2ccc(Cl)cc2)noc1N1CCN(c2cccc(C(F)(F)F)c2)CC1
42. CCN(CC)C(=O)c1cc(C(C)(C)C)c(O)c(C(C)(C)C)c1
43. COc1ccc(-c2nc3cc(C)c(Br)c(C)n3c2Cc2ccc(C)cc2)cc1OC
44. O=C(O)CCCCCCCCCC[n+]1ccccc1
45. CC(OC(=O)c1cccc(-n2cnnn2)c1)C(=O)NC1(C#N)CCCCC1 (stereo not drawn)
46. CCOC(=O)c1c(C)[nH]c(C(=O)OCC(=O)N2CCN(S(=O)(=O)c3ccc(C)cc3C)CC2)c1C
47. C/C(=N\Nc1ccccn1)c1ccc(C#N)cc1
48. Cc1ccc(S(=O)(=O)n2ccc(-c3cccc(OCc4c(F)cccc4Cl)c3)n2)cc1
Assay by compound,41,42,43,44,45,46,47,48
Abeta rescue,-14%,13%,-15%,2%,3%,1%,-3%,8%
HepG2 tox,2%,-25%,-22%,-2%,-4%,-31%,-74%,10%
TGFb SMAD3 inh,0%,-16%,-7%,?,5%,-15%,0%,4%
Akt phos inh,nt,i,i,i,i,i,i,i
A549 tox,12%,1%,nt,2%,-2%,2%,-16%,6%
Nrf2 activator,-1.2%,3.2%,10%,-0.9%,-1.1%,-0.1%,?,-0.2%
Nrf2 block,nt,-6%,nt,0%,3%,-17%,?,?
CCT chaperon mod,nt,-0.8,-1.0,-4.7,-2.3,-0.8,1.7,-1.1
Mm-Cpn inhibitor,nt,3%,nt,0%,?,1%,1%,1%
